USP1 inh – inhibitors of human USP1/UAF1 deubiquitinase | AID 743255 | recombinant USP1/UAF1, Ub-Rhodamine cleavage fluorescence | O94782 | Potency, µM (top dose mostly 57.1 µM), without a hit: at the top dose activity change, negative = inhibition, usual class: inhibitors | 0.23% of 390,000 active; note: potency is the fitted concentration of half-maximal effect; % is set by controls: 0 for no effect and ±100 for the full control effect; nearly all actives have a fitted effect of over 60% in size; inactives centre near -12
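High-throughput fluorogenic screen: 1nM USP1/UAF1 complex, Ub-Rho substrate 150nM final, 50mM HEPES pH 7.8 with 0.5mM EDTA, 0.1 mg/ml BSA, 1mM TCEP and 0.01% Tween-20.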
Pin1 inh – inhibitors of human Pin1 | 0.009% of 390,000 active | Potency, µM (top dose mostly 115 µM), for the others: at the top dose activity, negative = inhibition, actives largely listed as inhibitors | Pin1 FP peptide displacement, HiFluor488, 10 min | AID 504891 | Q13526; active = well fitted inhibition curve with a large enough effect in the polarisation, with a control signal flat, not every such curve was filed as active; inconclusive = small, poorly fitted or top-dose-only effect, or effect the other way, or a change in a side signal; inactive = no such curve, though single readings can be large or run the other way; the % refers to the polarisation; note: potency is the fitted concentration of half-maximal effect; % is set by controls: 0 for no effect and ±100 for the full control effect
Target sequence (Q13526 whole entry, looked up): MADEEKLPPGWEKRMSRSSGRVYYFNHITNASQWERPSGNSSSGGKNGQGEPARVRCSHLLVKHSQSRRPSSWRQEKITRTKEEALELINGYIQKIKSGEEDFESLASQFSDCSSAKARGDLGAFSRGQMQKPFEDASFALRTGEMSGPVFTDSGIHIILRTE
GLS inhibitor – blocks human kidney-isoform glutaminase activity | 0.21% of 410,000 active | GLS enzymatic activity, qHTS titration | AID 624170 | Potency, µM (doses to about 45.5 µM), inactives show top-dose activity change, negative = inhibition, actives largely listed as inhibitors; note: potency is the fitted concentration of half-maximal effect; % is set by controls: 0 for no effect and ±100 for the full control effect
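hKGA; 45 mM KH2PO4 pH 8.2 + 0.02% Tween-20; cpd via pin tool; 1 mM Gln soln; GluOx/HRP/Amplex Red; RT 30 min; fluor. t0 & final.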
IDH1 R132H inh – inhibitors of human mutant IDH1 R132H. IDH1-R132H enzyme, NADPH consumption, diaphorase/resazurin fluorescence. Potency, µM (doses to about 76.6 µM), inactives show at the top dose activity change, negative = inhibition, most hits filed as inhibitors. 0.093% of 390,000 active. AID 602179; note: potency is the fitted concentration of half-maximal effect; % is set by controls: 0 for no effect and ±100 for the full control effect; nearly all actives have a fitted effect of over 65% in size
Target sequence (O75874 whole entry R132H, stated change not applied): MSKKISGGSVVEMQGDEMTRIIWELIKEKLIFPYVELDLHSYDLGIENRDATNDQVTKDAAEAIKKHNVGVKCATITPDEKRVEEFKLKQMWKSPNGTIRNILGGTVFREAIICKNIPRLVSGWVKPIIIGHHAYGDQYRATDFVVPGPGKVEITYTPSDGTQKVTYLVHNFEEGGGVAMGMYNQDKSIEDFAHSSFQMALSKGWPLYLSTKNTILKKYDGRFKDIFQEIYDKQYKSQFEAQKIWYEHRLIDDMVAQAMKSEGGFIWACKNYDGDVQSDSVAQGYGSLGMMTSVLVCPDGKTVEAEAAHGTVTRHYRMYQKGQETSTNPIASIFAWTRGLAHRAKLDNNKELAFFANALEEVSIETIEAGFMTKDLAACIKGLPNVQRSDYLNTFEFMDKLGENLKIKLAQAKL
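IDH1-R132H (0.5 ug/mL dispensed) in pH 7.5 Tris buffer was preincubated 30 min with compound, then given a substrate mix of 0.016 mM NADPH and 2 mM alpha-KG for 80 min at room temperature; remaining NADPH was read by diaphorase/resazurin fluorescence.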
PI4K2A inh – blocks human PI4K2A kinase activity; 0.13% of 420,000 active; activity change, negative = inhibition, % at 76.9 µM; purified PI4K2A, ADP-Glo luminescence, 1 h; stronger effect = lower value; in the data active = activity change below about -50%; inconclusive = mostly about -30% to -49%;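 note: -100% = wells without enzyme as full effect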
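Compounds are screened against recombinant PI4K2A using PI as substrate and ATP, the latter dispensed at 300 microM. Reactions run one hour at ambient temperature before ADP-Glo detection; full inhibition defined by wells lacking enzyme.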
TrxR1 substrate – is turned over as a substrate by rat TrxR1; O89049; Potency, µM (series often up to 114 µM), inactives show at the top dose activity change, negative = substrate turnover; AID 588456; 0.01% of 390,000 active; purified TrxR1 substrate turnover, NADPH consumption readout; note: potency is the fitted concentration of half-maximal effect; % is set by controls: 0 for no effect and ±100 for the full control effect; nearly all actives have a fitted effect of over 50% in size
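Rat TrxR1, dispensed at 90 nM, was prereduced with 400 uM NADPH (final) for 5 min at ~22 deg C, then incubated with compound 15 min before 400 uM selenite. A first-read NADPH fluorescence drop versus no-compound background flagged substrates.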
PGK inhibitor – inhibitors of T. brucei phosphoglycerate kinase; PGK/GAPDH coupled, Kinase-Glo luminescence, 60 min; 0.043% of 380,000 active; Potency, µM (doses to about 57.5 µM), for the others: at the highest dose activity change, negative = inhibition, actives largely listed as inhibitors; P07378; note: potency is the fitted concentration of half-maximal effect; % is set by controls: 0 for no effect and ±100 for the full control effect; nearly all actives have a fitted effect of over 60% in size
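Recombinant glycosomal PGK reaction used 1,3-bisphosphoglycerate generated in-well by GAPDH (100nM final) in 100mM TEA pH 7.6, 5mM MgCl2, 0.01% Tween-20. After 60 minutes at room temperature, ATP was read by Kinase-Glo Plus luminescence end-point.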
HP1b binding inh – inhibitors of HP1-beta chromodomain binding to methylated histone tails. P83916. AlphaScreen HP1-beta / biotin-H3K9me3 peptide binding. Potency, µM (top dose mostly 114 µM), for the others: at the highest dose activity change, negative = inhibition, hits mostly inhibitors. 0.56% of 390,000 active. AID 540317; note: potency is the fitted concentration of half-maximal effect; nearly all actives have a fitted effect of over 70% in size; inactives centre near 23
Target sequence (P83916 whole entry, looked up): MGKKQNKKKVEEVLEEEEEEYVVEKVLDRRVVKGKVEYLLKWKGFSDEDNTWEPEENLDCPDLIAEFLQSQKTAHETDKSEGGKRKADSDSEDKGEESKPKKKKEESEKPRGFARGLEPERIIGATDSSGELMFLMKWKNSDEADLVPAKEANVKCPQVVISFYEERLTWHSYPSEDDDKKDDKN
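HP1-beta protein (50 nM final) preincubated 30 min at room temperature with biotinylated H3(1-18)K9me3 peptide (50 nM) in PBS pH 7.4, 0.01% Tween-20, then compound added for 30 min. AlphaScreen streptavidin donor/nickel chelate acceptor beads (10 ug/mL final), 30 min dark, luminescence read.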
rTrxR1 inhibitor – inhibitors of rat thioredoxin reductase 1; Potency, µM (titrated, usually from 114 µM), for the others: at the top dose activity change, negative = inhibition, hits mostly inhibitors; O89049; 1% of 390,000 active; recombinant rTrxR1, NADPH fluorescence consumption, selenite substrate; note: potency is the fitted concentration of half-maximal effect; % is set by controls: 0 for no effect and ±100 for the full control effect; nearly all actives have a fitted effect of over 65% in size
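Rat TrxR1 (90 nM in the dispensed reagent) was pre-reduced with 400 uM NADPH for 5 min at room temperature, then incubated with compound for 15 min. After 400 uM selenite was added, NADPH fluorescence (Ex 340/Em 450 nm) was followed for 8 min.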
* marks the source's active call; other numbers are inactive results; i = inactive; ? = inconclusive; . = no result given; [ ] = dose if it differs, or a comment. Unless noted, calls come from the whole dose curve; as a rule, active = well fitted curve in the direction sought with a large enough effect; inconclusive = small, poorly fitted or top-dose-only effect, or another doubt; inactive = no such curve, though single readings can be large; an effect the other way counts as inactive or inconclusive. Only part of the results is shown. The share of hits here may be higher or lower than overall.

no.	smiles	USP1 inh	Pin1 inh	GLS inhibitor	IDH1 R132H inh	PI4K2A inh
1	Cc1ccc(N2CC(C(=O)NC3=NCCS3)CC2=O)cc1 (configuration not stated)	-18%	?	-2%	1%	6
2	COC(=O)c1noc(C)c1-c1ccnn1C(=O)c1ccc(Cl)cc1	-20%	-1%	-7%	9%	-1
3	O=C(CNC(=O)c1nc[nH]c1C(=O)NCc1ccccc1)OCc1ccccc1	-15%	2%	2%	4%	-4
4	NC(=O)COC(=O)CCCc1nc2ccccc2s1	-23%	-8%	4%	1%	0
5	O=C(CN1CCN(c2ccccc2)CC1)Nc1ccncc1	-6%	4%	-7%	-5%	0
6	O=[N+]([O-])c1ccc(C=NNc2ccccc2)cc1	-9%	70%[activator]	?	1%	0
7	[2H]C(CCOS(N)(=O)=O)c1ccccc1 (configuration not stated)	-29%	-11%	1%	11%	-4
8	CC(C)(C)C(=O)N1CCN(c2ccc([N+](=O)[O-])cc2Cl)CC1	-14%	1%	3%	5%	7
9	Cc1ncc(CO)c(/C=N/NC(=O)c2ccoc2C)c1O	0%	-19%	-10%	-1%	-7
10	COc1ccc(CNC(=O)c2cc3c(=O)n(C)c4ccccc4c3n2C)c(OC)c1	-23%	-4%	-5%	7%	11

no.	TrxR1 substrate	PGK inhibitor	HP1b binding inh	rTrxR1 inhibitor
1	4%	2%	51%[activator]	16%
2	5%	i	45%[activator]	26%
3	-2%	-7%	43%[activator]	8%
4	2%	3%	32%	-3%
5	1%	-6%	19%	7%
6	-16%	-1%	?	-21%
7	2%	-2%	70%[activator]	10%
8	6%	-5%	30%[activator]	16%
9	96%[activator]	-1%	36%	-11%
10	17%	-7%	34%	42%

Later entries:
no.	smiles	USP1 inh	Pin1 inh	GLS inhibitor	IDH1 R132H inh	PI4K2A inh
11	COc1ccccc1Cc1nc2ccccc2nc1SCC(=O)Nc1ccccc1C(F)(F)F	-18%	1%	3%	7%	9
12	O=C(Cc1ccc(Cl)cc1)NNc1c(F)c(F)cc(F)c1F	-5%	-3%	-8%	9%	-6
13	Cc1ccccc1NC(=O)CN1CCN(C(=O)c2ccco2)CC1	-21%	4%	1%	-12%	-2
14	O=c1cc(Nc2ccc3c(c2)OCCO3)[nH]c(=O)n1Cc1ccc(F)cc1	-10%	-1%	?	2%	-3
15	Cc1cc(S(=O)(=O)Nc2cccnc2)c(Cl)cc1Cl	8%	5%	7%	-12%	-2
16	CCCc1cc(=O)n2[nH]c(-c3ccc(C)cc3)cc2n1	-17%	-3%	9%	5%	-7
17	CCN(CC)C(=O)c1sc2c(c1C)c(=O)n(-c1ccccc1)c(=O)n2Cc1c(C)cc(C)cc1C	-19%	-6%	4%	40µM*	2
18	COc1cccc(NC(=O)CCNS(=O)(=O)c2ccc3c(c2)CCCC(=O)N3)c1	-20%	-1%	5%	-17%	2
19	COc1ccc(-c2ccc(CN3C(C(C)C)C(=O)N(Cc4cn(CCC5OCCO5)nn4)CCS3(=O)=O)cc2)cc1 (configuration not stated)	-20%	.	-1%	10%	-1
20	CCOc1ccc(C2SCC(=O)N2c2c(C)n(C)n(-c3ccccc3)c2=O)cc1 (configuration not stated)	0%	-2%	6%	1%	0

no.	TrxR1 substrate	PGK inhibitor	HP1b binding inh	rTrxR1 inhibitor
11	-6%[57.1 µM]	i	22%[57 µM]	-2%[57.1 µM]
12	3%	-8%	13%	4%
13	8%	1%	24%	37%[activator]
14	-6%	-17%	31%	14%
15	1%	3%	31%	13%
16	19%[57.1 µM]	-11%	17%	8%[57.1 µM]
17	7%[57.1 µM]	0%	15%	18%[57.1 µM]
18	-1%[57.1 µM]	-7%	-9%	22%[57.1 µM]
19	.	-6%	.	.
20	14%	5%	15%	-3%[57.1 µM]

The listing continues.
no.	smiles	USP1 inh	Pin1 inh	GLS inhibitor	IDH1 R132H inh	PI4K2A inh
21	O=CNC1c2ccccc2CCc2ccccc21	-9%	2%	10%	1%	3
22	CCC(Sc1nc(=O)cc(N)n1CCc1ccccc1)C(=O)Nc1cc(C)on1 (configuration not stated)	-10%	0%	5%	-6%	-3
23	CCCCCCC(=O)Nc1cc2c(C)cc(=O)oc2cc1C	-2%	2%	0%	1%	6
24	Cn1cccc1/C=N/NC(=O)c1cccnc1	-3%	-6%	?	6%	-2
25	O=C1CCN(CCc2ccccc2)CCN1C(CSc1ccc(Br)cc1)c1ccccc1 (configuration not stated)	.	63%[activator]	.	.	.
26	COc1ccc([C@H]2CC(=O)C=C(c3ccc4[nH]ccc4c3)C2)cc1OC	-12%	3%	1%	4%	0
27	Cc1cc(C)cc(N2C(=O)CSC23C(=O)N(Cc2c(F)cccc2Cl)c2ccccc23)c1 (configuration not stated)	-19%	23%	4%	5%	0
28	CCOC(=O)N1CCC2(CC1)CC(=O)c1cc(O)ccc1O2	-20%	-15%	9%	0%	1
29	O=C(NC1CCN(Cc2ccccc2)C1)c1cc(S(=O)(=O)N2CCOCC2)ccc1Cl (configuration not stated)	-14%	1%	1%	-8%	5
30	CCCN1CCN(CCCNC(=O)Cn2nc(CC)n3c(cc4occc43)c2=O)CC1	-1%	7%	0%	-13%	-1

no.	TrxR1 substrate	PGK inhibitor	HP1b binding inh	rTrxR1 inhibitor
21	9%[11.4 µM]	10%	35%	-13%[11.4 µM]
22	8%[57.1 µM]	3%	20%	16%[57.1 µM]
23	6%	-7%	24%	21%
24	-5%	2%	12%	-4%
25	5%	.	23%	9%[57.1 µM]
26	-7%	-1%	-11%	-1%
27	-8%	9%	24%	15%
28	-3%	10%	41%[activator]	2%
29	2%	i	-32%	11%
30	-8%	6%	30%	-20%

The list continues:
no.	smiles	USP1 inh	Pin1 inh	GLS inhibitor	IDH1 R132H inh	PI4K2A inh
31	COc1ccc(N2CC(O)(c3ccc(F)cc3)[N+]3=C2CCCC3)cc1 (configuration not stated)	-15%	5%	2%	-3%	-1
32	COc1cccc(-n2ccnc2SCC(=O)Nc2c(C)cc(C)cc2C)c1	-11%	5%	6%	22%	-7
33	Cc1ccc(NC(=O)Cn2c(=O)ccn(Cc3ccccc3)c2=O)cc1S(=O)(=O)N1CCOCC1	-20%	-4%	-3%	-5%	0
34	CCOc1ccc(N/C(C)=C/C(=O)c2ccc3c(c2)OCCO3)cc1	-19%	6%	2%	0%	-2
35	CCCCN1CC(O)=C(c2nc3ccccc3[nH]2)C1=N	-16%	-6%	5%	-4%	0
36	CCc1ccccc1-n1nnc(-c2ccccc2)n1	-25%	-6%	-5%	32%[activator]	-5
37	COc1ccc(C2C(C(=O)Nc3ccccn3)=C(C)Nc3ncnn32)c(OC)c1 (configuration not stated)	-26%	-4%	18%	7%	7
38	Cc1cccc(C(=O)NCCC(=O)Nc2ccc(F)c([N+](=O)[O-])c2)c1	-5%	-18%	0%	8%	6
39	NC(=O)c1c(NC(=O)CSc2nc3c(c(C(F)(F)F)n2)CCc2ccccc2-3)sc2c1CCCC2	-3%	-9%	4%	2%	2
40	CN(C)CCCNC(=O)c1cc2sc3ccccc3c2s1	-3%	4%	-13%	1%	8
41	Cn1nnnc1NN=Cc1ccccc1	-3%	.	-8%	-3%	-6

no.	TrxR1 substrate	PGK inhibitor	HP1b binding inh	rTrxR1 inhibitor
31	3%[57.1 µM]	7%	12%	-5%[57.1 µM]
32	1%[57.1 µM]	-2%	-7%[57 µM]	8%[57.1 µM]
33	1%	7%	40%	16%
34	-8%[57.1 µM]	-4%	-30%	1%[57.1 µM]
35	5%	-1%	23%	8%
36	6%	-1%	49%[activator]	28%
37	0%	-9%	46%[activator]	10%
38	-4%	-1%	-4%	9%
39	-3%	-2%	21%	1%
40	10%[57.1 µM]	0%	6%	20%[57.1 µM]
41	.	8%	.	.

Single records, from the list above:
O=C(CN1CCN(c2ccccc2)CC1)Nc1ccncc1 in the list: USP1 inh = -6%; Pin1 inh = 4%; GLS inhibitor = -7%; IDH1 R132H inh = -5%; PI4K2A inh = 0; TrxR1 substrate = 1%; PGK inhibitor = -6%; HP1b binding inh = 19%; rTrxR1 inhibitor = 7%
Cc1cc(S(=O)(=O)Nc2cccnc2)c(Cl)cc1Cl in the list: USP1 inh = 8%; Pin1 inh = 5%; GLS inhibitor = 7%; IDH1 R132H inh = -12%; PI4K2A inh = -2; TrxR1 substrate = 1%; PGK inhibitor = 3%; HP1b binding inh = 31%; rTrxR1 inhibitor = 13%

Assay outcomes (PubChem)
